Screens from PubChem BioAssay.
USP1 inh – Inhibitors of USP1/UAF1: Primary Screen. Ubiquitin carboxyl-terminal hydrolase 1 (Homo sapiens), O94782. recombinant USP1/UAF1, Ub-Rhodamine cleavage fluorescence. Potency, µM (series often up to 57.1 µM), for the others: top-dose activity change, negative = inhibition, hits mostly inhibitors. 390,000 compounds, 0.23% hits. AID 743255, 2014; also: potency is read from the fitted curve at half-maximal effect; % is scaled to controls: 0 for no effect and ±100 for the full control effect; nearly all actives have a fitted effect of over 60% in size; inactives centre near -12
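Step one: compound is pinned into 1nM USP1/UAF1 in HEPES pH 7.8 buffer with TCEP. Step two: 15 min room-temperature incubation. Step three: Ub-Rho (150nM final) starts cleavage, tracked by fluorescence over six one-minute reads.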
rTrxR1 inhibitor – qHTS Assay for Inhibitors of Mammalian Selenoprotein Thioredoxin Reductase 1 (TrxR1): qHTS. Thioredoxin reductase 1, cytoplasmic (Rattus norvegicus), O89049. 390,000 compounds, 1% hits. recombinant rTrxR1, NADPH fluorescence consumption, selenite substrate. Potency, µM (highest dose often 114 µM), for inactives: at the top dose activity change, negative = inhibition, actives largely listed as inhibitors. AID 588453, 2011; also: potency is read from the fitted curve at half-maximal effect; % is scaled to controls: 0 for no effect and ±100 for the full control effect; nearly all actives have a fitted effect of over 65% in size
Target sequence (O89049 whole entry, looked up): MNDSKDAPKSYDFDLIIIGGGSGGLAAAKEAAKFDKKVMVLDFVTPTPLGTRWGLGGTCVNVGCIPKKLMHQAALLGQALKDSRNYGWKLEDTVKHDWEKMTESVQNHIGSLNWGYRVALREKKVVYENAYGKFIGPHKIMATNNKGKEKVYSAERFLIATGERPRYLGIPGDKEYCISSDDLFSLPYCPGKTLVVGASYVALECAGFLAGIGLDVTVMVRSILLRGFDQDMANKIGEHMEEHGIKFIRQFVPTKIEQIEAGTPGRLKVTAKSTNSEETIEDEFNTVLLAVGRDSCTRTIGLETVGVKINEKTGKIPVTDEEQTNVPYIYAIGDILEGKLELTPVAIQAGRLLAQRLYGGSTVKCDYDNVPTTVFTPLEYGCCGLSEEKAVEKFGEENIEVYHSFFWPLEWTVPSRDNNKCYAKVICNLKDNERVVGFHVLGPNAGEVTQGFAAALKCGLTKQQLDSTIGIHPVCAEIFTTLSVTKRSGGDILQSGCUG
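Rat TrxR1 (90 nM in the dispensed reagent) was pre-reduced with 400 uM NADPH for 5 min at room temperature, then incubated with compound for 15 min. After 400 uM selenite was added, NADPH fluorescence (Ex 340/Em 450 nm) was followed for 8 min.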
D2 antag – HTS Assay for Allosteric Antagonists of the Human D2 Dopamine Receptor: Primary Screen for Antagonists; inhibition, % at 10 µM; HEK293 TREx D2 cells, calcium flux, dopamine EC80; D(2) dopamine receptor (Homo sapiens), P14416; 340,000 compounds, 2% hits; in the data active = inhibition above about 30%; also: 0% is about no effect
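Calcium flux kinetic readout in an inducible HEK293 TREx D2 line plated overnight at 30 C. After 180 s compound exposure, an EC80 dopamine challenge follows with another 180 s kinetic read to detect antagonism.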
Pin1 inhibitor – qHTS Assay to Find Inhibitors of Pin1 | Peptidyl-prolyl cis-trans isomerase NIMA-interacting 1 (Homo sapiens), Q13526 | 390,000 compounds, 0.009% hits | Potency, µM (titrated, usually from 115 µM), inactives show top-dose activity, negative = inhibition, hits mostly inhibitors | Pin1 FP peptide displacement, HiFluor488, 10 min | AID 504891, 2011; active = well fitted inhibition curve with a large enough effect in the polarisation, with a control signal flat, not every such curve was filed as active; inconclusive = small, poorly fitted or top-dose-only effect, or effect the other way, or a change in a side signal; inactive = no such curve, though single readings can be large or run the other way; the % refers to the polarisation; also: potency is read from the fitted curve at half-maximal effect; % is scaled to controls: 0 for no effect and ±100 for the full control effect
Target sequence (Q13526 whole entry, looked up): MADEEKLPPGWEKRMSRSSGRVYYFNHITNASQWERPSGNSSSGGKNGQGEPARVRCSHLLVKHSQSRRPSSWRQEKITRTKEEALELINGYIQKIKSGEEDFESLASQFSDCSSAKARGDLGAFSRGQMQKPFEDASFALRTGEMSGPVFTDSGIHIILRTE
TRHR PAM – qHTS for Small Molecule Agonists and Allosteric Enhancers of Human TRH Receptor: Primary Screen for Enhancers; AID 493056, 2011; TRHR cells, fluo-8 calcium fluorescence, EC20 TRH enhancement; 360,000 compounds, 0.66% hits; enhancement, % at 2 µM; in the data active = enhancement above about 30%; also: 0% is about no effect
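TRHR-expressing cells loaded with fluo-8 calcium dye were read kinetically (ex 480/em 530) during compound addition, then stimulated with an EC20 of TRH (10 nM final). Enhancement of the Gq-mediated intracellular calcium response was scored.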
D2 agonist – HTS Assay for Allosteric Agonists of the Human D2 Dopamine Receptor: Primary Screen for Agonists. activation, % at 2 µM. AID 485358, 2010. D(2) dopamine receptor (Homo sapiens), P14416. 340,000 compounds, 0.53% hits. HEK293 T-REx D2 cells, calcium flux agonist mode;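 active = activation over 3 SD above normal in the single-dose calcium agonist read, cut at about 30% in these data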; also: 0% is about no effect
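Tetracycline-induced HEK293 Trex cells with D2 receptor force-coupled to calcium signaling, plated overnight at 30 C and loaded with no-wash calcium dye. Calcium flux read kinetically for 180 s after compound addition; responses flag agonists.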
mIDH1 inhibitor – qHTS for Inhibitors of mutant isocitrate dehydrogenase 1 (IDH1): qHTS; AID 602179, 2012; 390,000 compounds, 0.093% hits; Potency, µM (doses to about 76.6 µM), for the others: at the highest dose activity change, negative = inhibition, usual class: inhibitors; IDH1-R132H enzyme, NADPH consumption, diaphorase/resazurin fluorescence; Isocitrate dehydrogenase [NADP] cytoplasmic (Homo sapiens), O75874; also: potency is read from the fitted curve at half-maximal effect; % is scaled to controls: 0 for no effect and ±100 for the full control effect; nearly all actives have a fitted effect of over 65% in size
Target sequence (O75874 whole entry R132H, stated change not applied): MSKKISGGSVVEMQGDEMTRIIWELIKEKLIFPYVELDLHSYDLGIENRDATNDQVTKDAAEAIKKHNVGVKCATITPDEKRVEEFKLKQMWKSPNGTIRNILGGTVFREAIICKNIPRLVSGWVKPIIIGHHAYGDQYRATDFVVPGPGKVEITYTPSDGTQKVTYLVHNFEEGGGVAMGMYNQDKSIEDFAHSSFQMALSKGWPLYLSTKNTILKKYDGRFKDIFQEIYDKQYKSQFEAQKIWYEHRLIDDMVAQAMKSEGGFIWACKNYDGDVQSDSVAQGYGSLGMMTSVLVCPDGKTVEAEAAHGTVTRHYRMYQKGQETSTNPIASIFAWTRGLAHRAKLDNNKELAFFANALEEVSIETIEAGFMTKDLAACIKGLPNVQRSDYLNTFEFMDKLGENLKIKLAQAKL
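IDH1-R132H (0.5 ug/mL) preincubated 30 min with compound, then NADPH (0.016 mM) and alpha-KG (2 mM) added; 80 min at RT, pH 7.5. Remaining NADPH coupled via diaphorase/resazurin to fluorescence (540/590 nm); concentration-response curves normalized to no-enzyme control.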
TrxR1 substrate – qHTS Assay for Substrates of Mammalian Selenoprotein Thioredoxin Reductase 1 (TrxR1): qHTS. Thioredoxin reductase 1, cytoplasmic (Rattus norvegicus), O89049. purified TrxR1 substrate turnover, NADPH consumption readout. Potency, µM (top dose mostly 114 µM), inactives show at the top dose activity change, negative = substrate turnover. 390,000 compounds, 0.01% hits; also: potency is read from the fitted curve at half-maximal effect; % is scaled to controls: 0 for no effect and ±100 for the full control effect; nearly all actives have a fitted effect of over 50% in size
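Rat TrxR1, dispensed at 90 nM, was prereduced with 400 uM NADPH (final) for 5 min at ~22 deg C, then incubated with compound 15 min before 400 uM selenite. A first-read NADPH fluorescence drop versus no-compound background flagged substrates.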
TRHR agonist – qHTS for Small Molecule Agonists and Allosteric Enhancers of Human TRH Receptor: Primary Screen for Agonists. Thyrotropin-releasing hormone receptor (Homo sapiens), P34981. TRHR cells, calcium flux fluo-8, FDSS agonist mode. 360,000 compounds, 0.18% hits. activation, % at 2 µM; in the data active = activation above about 30%; also: 0% is about no effect
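Read-out: compound-evoked intracellular calcium rise in TRHR cells, fluo-8 dye, kinetic FDSS fluorescence at 1 s/cycle following a 10-cycle baseline. Cells cultured overnight before dye loading (30 min–1.5 h, RT).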
Starred values were filed as active, the others as inactive; ? = inconclusive; . = not tested or not shown; & = joins results of further samples; [ ] = remark or other dose. Unless noted, calls follow the shape of the dose curve; as a rule, active = well fitted inhibition curve with a large enough effect; inconclusive = small, poorly fitted or top-dose-only effect; inactive = no such curve, though single readings can be large or run the other way.

SMILES	USP1 inh	rTrxR1 inhibitor	D2 antag	Pin1 inhibitor	TRHR PAM	D2 agonist	mIDH1 inhibitor	TrxR1 substrate	TRHR agonist
CN(C)/C=C1/N=C(c2ccccc2)OC1=O	1%	-24%[57.1 µM]	0	7%	8	0.1	-3%	-11%[57.1 µM]	0.0
Cc1cc(C)nc(N2CCCC(C(=O)NCCc3ccccc3F)C2)n1 (configuration not stated)	-13%	1%[11.4 µM]	5	-1%	-1	0.2	8%	10%[57.1 µM]	-2.0
O=C(Nc1nnc(S(=O)(=O)N2CCCC2)s1)c1ccccc1Br	-13%&10%	-4%&-19%	27	?	2&4	-0.4&1.0	17%&7%	-1%&-14%	-0.3&2.5
CCc1nnc(NC(=O)CSc2n[nH]c(-c3ccccc3O)n2)s1	-2%	-3%[57.1 µM]	-16	-9%	-1	-0.2	2%	4%[57.1 µM]	-0.3
CSCCC(NC(=O)c1ccco1)C(=O)NCCc1ccc(Cl)cc1 (configuration not stated)	-13%	-15%	.	-6%	.	.	-1%	-10%	.
Cc1cccc(C2c3[nH]c4ccccc4c3CCN2C(=O)c2noc3c2CCCC3)n1 (configuration not stated)	-18%	18%	-24	14%	-2	-0.6	-1%	-5%	0.4
C=CCOc1ccc(C(=O)N(Cc2ccc(N(C)C)cc2)C2CCS(=O)(=O)C2)cc1 (configuration not stated)	-9%	-12%	7	1%	9	0.4	1%	-13%	-0.3
CCN(c1ccc(NC(=O)COC(=O)c2cc3ccccc3oc2=O)cc1)C(C)C	0%	13%[57.1 µM]	-3	6%	-17	-0.1	3%	-8%	-0.4
Clc1ccccc1OCCCCN1CCCC1	-13%	-3%[57.1 µM]	-22	4%	-1	-0.7	4%	5%[57.1 µM]	0.3
CC(=O)c1ccc(Oc2nc(-c3cccnc3)nc3ccccc23)cc1	-8%	18%[57.1 µM]	-28	2%	0	-0.4	1%	13%[57.1 µM]	-0.1
COc1ccc(OC)c(C(c2nnnn2Cc2ccccc2)N2CCC(C(N)=O)CC2)c1 (configuration not stated)	-9%	11%[57.1 µM]	.	-7%	2	.	7%	-5%	-1.2
O=C(CSc1nc2ccccc2c(=O)[nH]1)N1CCCCCC1	-4%	13%	-7	-1%	-4	-0.5	-5%	-2%	0.1
O=C(CN1CCN(Cc2ccccc2F)C1=O)NC1CCCC1	-11%	19%	40*	-6%	-1	-0.2	-1%	6%	-0.4
CCOc1ccc(C(=O)N(Cc2sccc2C)C2CCS(=O)(=O)C2)cc1 (configuration not stated)	-22%	21%	.	-11%	0	0.8	.	0%	-0.3
Cc1ccc2cc(CNC(C)(C)C)c(=O)[nH]c2c1	-8%	-13%	-12	-8%	-3	-0.4	4%	1%	0.6
Cc1nc2ccc(N=NC3=C(O)CCCC3=O)cc2s1	-19%	-19%	10	24%	0	-0.6	-4%	-9%	0.0
COc1ccc(OC)c(C2c3c(oc4ccc(C)cc4c3=O)C(=O)N2CCCN(C)C)c1 (configuration not stated)	-24%	5%[57.1 µM]	.	-2%	1	1.2	-16%	0%[57.1 µM]	0.5
N#Cc1c(NC(=O)CSc2nc3ccccc3s2)sc2c1CCCC2	-3%	?	-3	33%[activator]	-3	-1.0	4%	-10%	-1.6
Cc1cccc(Cn2nnc3c(=O)[nH]c(C4CCN(C(=O)c5ccc(F)cc5)CC4)nc32)c1	3%	3%	.	-6%	3	-0.6	-4%	3%	-0.3
CCOc1ccc2nc(NC(=O)c3nc(SC)ncc3Cl)sc2c1	-15%	14%	.	2%	-1	0.2	-11%	-3%	0.4
C=CC[n+]1c(-c2ccc(OCC)cc2)csc1NNC(=O)Nc1ccccc1	-27%	22%	-30	?	-5	0.8	-4%	-3%[57.1 µM]	0.4
CCOC(=O)[C@@H]1[C@H]2COc3cc(OC)ccc3[C@H]2N2C(=O)N(c3ccc(C(F)(F)F)cc3)C(=O)[C@@]12C	-1%	20%	0	3%	-3	-1.1	-6%	-5%	1.0
CC(=O)C1CCC2C3CCC4CC(=O)CCC4(C)C3C(C)(O)CC12C (configuration not stated)	-4%	-5%[2.29 µM]	.	2%	.	.	-2%	-12%[57.1 µM]	.
CCCCSc1nnc2c(n1)OC=Nc1ccccc1-2	-18%	23%	-9	-1%	-10	0.3	2%	-2%	0.4
CC(OC(=O)CN1C(=O)C2CCCCC2C1=O)C(=O)Nc1ncc(Cl)cc1Cl (configuration not stated)	1%	22%	-3	-11%	4	-1.2	4%	8%	0.8
CCOC(=O)COc1cc(O)c2c(=O)cc(-c3ccccc3)oc2c1	-14%	16%[57.1 µM]	4	37%[activator]	0	-0.2	18%	10%	2.5
COc1ccccc1/C=C/CN1CCCC(CCC(=O)NCc2ccc(F)c(F)c2)C1 (configuration not stated)	-18%	-7%	33*	5%	2	-0.5	-12%	2%	-0.3
c1ccc(-c2nc3ccccc3c3nncn23)cc1	-21%	10%	16	-1%	-3	-1.2	3%	13%	-0.9
C/C(=C(\C#N)C(=O)NCCCN1CCOCC1)N(C)C	-16%	-11%	-4	-7%	10	2.6	8%	-3%	1.2
Cc1cc(C)cc(NC(=O)CSc2oc(-c3cccs3)nc2S(=O)(=O)c2ccccc2)c1	?	-10%	.	?	-3	-0.3	14%	4%	-0.4
CCc1c(C)nc2ncnn2c1N1CCC(C(=O)Nc2cccc(C(C)=O)c2)CC1	-12%	3%	.	0%	16	.	7%	2%	-2.3
N#C/C(=C/c1ccc(OCc2ccccc2)cc1)C(=O)NC1CCCCC1	-12%	15%	29	1%	-3	1.7	5%	86%[activator]	0.7
CCOC(=O)C1=C(C)Nc2ccccc2N/C1=N\S(=O)(=O)c1ccccc1	?	12%	-1	3%	-6	-0.7	2%	-7%[57.1 µM]	0.0
O=C(NNC(=O)c1ccncc1)Nc1cccc([N+](=O)[O-])c1	-16%	?	13	4%	3	0.7	0%	4%	1.0
COC(=O)CCCCCNc1ccc(C(=O)OC)cc1N	-29%	7%[57.1 µM]	-5	16%	1	37*	3%	7%[57.1 µM]	-1.1
Cn1c(SCC(=O)NC(c2ccccc2)c2ccccc2)nnc1-c1cccs1	-12%	3%	.	-9%	-1	.	21%	-1%	0.4

Reprinted from the part before: 2 entries; new compounds follow.
SMILES	USP1 inh	rTrxR1 inhibitor	D2 antag	Pin1 inhibitor	TRHR PAM	D2 agonist	mIDH1 inhibitor	TrxR1 substrate	TRHR agonist
COC(=O)CCCCCNc1ccc(C(=O)OC)cc1N	-29%	7%[57.1 µM]	-5	16%	1	37*	3%	7%[57.1 µM]	-1.1
Cn1c(SCC(=O)NC(c2ccccc2)c2ccccc2)nnc1-c1cccs1	-12%	3%	.	-9%	-1	.	21%	-1%	0.4
NC(=O)C1CCN(CC(=O)Nc2ccc3c(c2)OCCO3)CC1	1%	-3%	.	?	.	.	2%	-5%	.
CCOC(=O)/C(C#N)=C/c1cn(CCC(=O)O)nc1-c1ccc(Br)cc1	-2%	11%[57.1 µM]	0	-5%	1	4.0	8%	7%[57.1 µM]	-0.5
CCOC(=O)c1nnsc1NC(C)=O	2%	-16%	-12	-1%	3	0.4	3%	-7%	0.3
Cc1ccc(NC(=O)C(NS(=O)(=O)c2cccc3nsnc23)C(C)C)nc1 (configuration not stated)	-16%	26%	-5	7%	6	-0.3	8%	5%	-0.1
COc1ccc(N(CC(=O)N2CCCCC2)S(=O)(=O)c2ccccc2)c(OC)c1	-16%	12%	3	0%	9	-1.1	-3%	2%	11
Cc1ccc(Cn2c(C)c3cnn(CC(=O)N4CCN(c5cc(C)ccc5C)CC4)c(=O)c3c2C)cc1	-21%	7%	.	11%	6	1.7	0%	3%	0.5
COc1ccccc1-c1coc2c(CN(C)C)c(O)ccc2c1=O	5%	20%	-3	0%	22	0.9	5%	285%[activator]	0.2
Cc1cccc(-n2c(CNC(=O)COc3ccccc3)nnc2SCC(=O)Nc2nccs2)c1	4%	15%	.	1%	.	.	5%	1%	.
O=C(COC(=O)c1cc(=O)c2ccccc2o1)Nc1cc(Cl)ccc1Cl	-2%	-4%	8	2%	-3	-0.3	3%	2%	-1.0
O=C(COc1ccccc1)NCC(=O)Nc1cccc2ccccc12	-7%	0%	7	2%	-3	-0.5	2%	-6%	-0.4
O=C(COc1ccc(F)cc1)OCCN1CCOCC1	-18%	5%[57.1 µM]	21	-10%	6	1.6	-1%	6%[57.1 µM]	0.6
Cn1ncc(Cl)c1C(=O)NC(=S)Nc1sc2c(c1C#N)CCCCC2	-3%	?	18	-7%	-5	0.8	1%	-4%	0.6
O=C(Nc1cccc(NC(=O)c2ccccc2F)c1)c1ccccc1	-24%&-11%	33%&5%	-2	-2%&8%	-1&-5	-0.5	-12%&-3%	6%&1%	-0.5&0.1
COc1ccccc1-n1c(SCC(=O)Nc2cc(C)on2)nc2c(c1=O)SCC2	-6%	-8%	-6	7%	-3	-0.9	17%	-5%	-0.3

This is a subset (hit frequency here may not be typical).
